Lipid droplet – modulators of hepatic lipid droplet formation. 0.4% of 240,000 active. AID 1656. inhibition, % at 6.5 µM. AML12 mouse hepatocytes, oleate lipid droplets, BODIPY imaging;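 active = lipid droplet intensity inhibited by at least 50%, with more than 500 cells counted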
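Assay system: AML12 mouse liver cells | Compound dosing: One dose, 6.5 µM compound | Read-out basis: Droplet intensity reduction, % inhibition | Measured by: Fluorescence imaging, 20x objective, two fields per well | Schedule: Overnight treatment with compound plus oleate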
HEK293 NOD2/NF-kB – inhibition of NOD2-driven NF-kB reporter – cell-based, luminescence, uHTS, HEK293 (AID 1566); HEK293 NOD2/NF-kB luciferase reporter, luminescence; higher % means a stronger effect; 0.63% of 290,000 active; one-dose inhibition, % at 4 µM; EC50 in µM for titrated hits; in the data active = inhibition above about 50%; also: many of its hits are not listed in these tables
Lipid droplet cells 6.5 µM – recorded beside Lipid droplet, whose call it bears; cell count; measured here: cell count, cytotoxicity flag;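 cells counted across two imaged fields per well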
The depositor's hits bear a star. Some of the compounds tested; rates above refer to the full screens.

SMILES	Lipid droplet	Lipid droplet cells 6.5 µM	HEK293 NOD2/NF-kB
O=C(COc1ccc(S(=O)(=O)N2CCCCC2)cc1)Nc1ccccc1F	10	810	-2%
CCOc1ccc(/C=C(\C)C(=O)c2c(C)cc(C)[nH]c2=O)cc1	2	862	1%
Cc1ccc(NS(=O)(=O)c2ccc3c(c2)NC(=O)C(C)C(=O)N3)cc1C (configuration not stated)	-25	749	15%
COc1ccc(N2CCN(C(=O)c3sc4ncn(CC(=O)N5CCCCC5C)c(=O)c4c3C)CC2)cc1 (configuration not stated)	-7	691	19%
O=C(CCNC(=O)c1ccco1)Nc1ccc(F)c(Cl)c1	-22	722	-12%
O=C(c1cn2ccccc2n1)N1CCCC(Nc2ccc(F)c(F)c2)C1 (configuration not stated)	1	842	-4%
Oc1ccc2ccccc2c1C=Nc1ccccc1Br	-3	824	-1%
O=C(Nc1c2c(nn1-c1ccccc1)CS(=O)(=O)C2)c1cccs1	-6	693	-1%
N=c1c(S(=O)(=O)c2ccc(F)cc2)cc2c(=O)n3ccccc3nc2n1CC1CCCO1 (configuration not stated)	-4	716	18%
CCOc1ccc(OCC)c(NC(=O)CCS(=O)(=O)c2ccc(C)cc2)c1	3	789	9%
CC(=O)CSc1ccc(-c2nc3ccccc3[nH]2)cn1	6	795	-75%
COc1ccc(NC(=O)c2ccccc2OCc2c(C)noc2C)cc1OC	35	721	3%
COc1cccc(-c2cccc(NC(=O)C3CCN(Cc4cnn(C)c4)CC3)c2)c1	10	887	-9%
COc1cc2c(cc1OC)C(C)N(C(=O)Cc1ccc(C(F)(F)F)cc1)CC2 (configuration not stated)	-17	789	20%
CCOC(=O)C1CCN(C(=O)c2cc(S(=O)(=O)N3CCCCC3)ccc2C)CC1	10	896	4%
CCCCn1c(N)c(N(Cc2ccccc2OC)C(=O)CCC(C)C)c(=O)[nH]c1=O	-4	700	10%
Cc1coc2c1c(C)cc1oc(=O)c(CC(=O)NCCCN3CCCC3=O)c(C)c12	31	819	12%
C[C@H](C(=O)NCc1ccccc1)C(=O)c1ccccc1	-13	836	-9%
CCn1c(CN2CCOCC2)nnc1SCC(=O)Nc1cccc(C)c1	3	861	5%
C/C(=N\N=C1\NC(=O)C(CC(=O)Nc2ccccc2F)S1)C1CCCCC1 (configuration not stated)	-3	813	-10%
Cc1ccc(C(=O)N2CCNC(=O)C2CC(=O)Nc2ccc(F)cc2)cc1C (configuration not stated)	48	822	11%
COc1ccccc1NC(=O)c1cc[n+]([O-])cc1	-2	699	-2%
COc1ccc(NC(=O)NNC(=O)COc2ccc3cc(Br)ccc3c2)cc1	14	859	-7%
CCCN(C(=O)COC(=O)CCOc1ccccc1C)c1c(N)n(Cc2ccccc2)c(=O)[nH]c1=O	2	839	-1%
CC(C)CNC(=O)C(=O)NCC1OCCN1S(=O)(=O)c1cccs1 (configuration not stated)	-1	637	-3%

The list continues.
SMILES	Lipid droplet	Lipid droplet cells 6.5 µM	HEK293 NOD2/NF-kB
CC1(C)OC(=O)N(NCc2ccccc2)C1(C)O (configuration not stated)	2	850	1%
COc1ccc(CNC(=O)c2c[nH]c3c(OC)cc(OC)cc3c2=O)cc1	-2	835	-50%
O=C(Nc1cccc(-n2cccn2)c1)C1CCCN(Cc2cc3ccccc3[nH]2)C1 (configuration not stated)	-8	652	10%
O=C(Nc1ccc(Br)cc1)C1CCCC1	6	835	4%
COc1ccc(N/C=C/C(=O)c2ccccc2)cc1	-2	765	-40%
COC(CN(C)S(=O)(=O)c1cc2c3c(c1)CCN3C(=O)CC2)OC	-3	767	13%
Cc1cccc(CN2CCC(C(=O)Nc3cccc(-c4cccc(F)c4)c3)CC2)n1	-20	654	16%
O=S(=O)(c1ccc(-n2cnnn2)cc1)N1CCNCC1	12	681	-1%
Cn1cc(CN2CCC(C(=O)Nc3cccc(-c4cscn4)c3)CC2)cn1	-2	844	7%
COc1ccc(SCCc2nnc(-c3ccccc3)o2)cc1	2	678	-36%
COc1ccc(NC2CCCN(C(=O)c3oc(C)cc3C)C2)cc1OC (configuration not stated)	12	841	16%
CCOc1ccc(S(=O)(=O)NC2CCCC2)cc1C	-7	770	14%
COc1ccc(C=O)cc1CSc1ncccc1C(=O)O	24	812	8%
Cc1cc(SCC(=O)Nc2c(C)n(C)n(-c3ccccc3)c2=O)nc2ccccc12	-6	665	9%
Cc1ccc(NC(=O)Cn2c(=O)oc3ccccc32)c(C)c1	-2	765	-6%
CCCOc1ccccc1C(=O)N1CCNC(=O)C1CC(=O)OC(C)C (configuration not stated)	-10	829	-12%
O=C(C1=C(O)C(=O)N(CCN2CCOCC2)C1c1ccc(Cl)cc1)c1cc2ccccc2o1 (configuration not stated)	17	696	15%
CCC(Cc1ccccc1)NS(=O)(=O)c1ccc2c(c1)NC(=O)CO2 (configuration not stated)	-1	737	22%
CCN1C(=O)c2ccccc2Sc2ccc(C(=O)NC(C)C)cc21	-1	839	6%
O=C(c1ccc(CS(=O)Cc2ccccc2Cl)o1)N1CCN(c2ccccn2)CC1 (configuration not stated)	11	726	14%
O=C(CCCn1nnnc1CN1CCOCC1)N1CCC(c2ccccc2F)C1 (configuration not stated)	10	686	17%
COc1cccc(C(=O)COc2ccc(NC(=O)c3cccs3)cc2)c1	5	795	-11%
O=C(COC(=O)CSc1ccc([N+](=O)[O-])cc1)NCC1CCCO1 (configuration not stated)	2	670	4%
O=C(OCC(=O)N(C1CCCCC1)C1CCCCC1)c1ccccc1O	-1	858	-14%
Cc1c(C(=O)NN)nn(-c2ccc(F)cc2)c(=O)c1C#N	0	849	-12%

3 compounds from above, reduced to Lipid droplet and Lipid droplet cells 6.5 µM:
structure	Lipid droplet	Lipid droplet cells 6.5 µM
Cc1ccc(NC(=O)Cn2c(=O)oc3ccccc32)c(C)c1	-2	765
CCCOc1ccccc1C(=O)N1CCNC(=O)C1CC(=O)OC(C)C (configuration not stated)	-10	829
O=C(C1=C(O)C(=O)N(CCN2CCOCC2)C1c1ccc(Cl)cc1)c1cc2ccccc2o1 (configuration not stated)	17	696

(next part)
SMILES	Lipid droplet	Lipid droplet cells 6.5 µM	HEK293 NOD2/NF-kB
Cc1[nH]n(-c2ccccc2)c(=O)c1N=Nc1cccc(C(=O)O)c1	4	749	-147%
OC1(c2ccccc2)CNCCc2ccccc21 (configuration not stated)	-1	408	-2%
O=C1CC(N2CCN(c3ccc(Cl)cc3)CC2)C(=O)N1c1ccc(F)cc1 (configuration not stated)	-4	814	5%
N/C(=N\OC(=O)c1cccc(Br)c1)c1ccccn1	-3	817	-81%
O=C(CCN1C(=O)/C(=C/c2ccccc2Cl)SC1=S)NC1CCS(=O)(=O)C1 (configuration not stated)	0	724	13%
CC1=CCC(C(=O)O)C(C(=O)NC2CCCCC2)C1 (configuration not stated)	37	871	12%
COc1ccc(OCC(=O)N2CCc3ccccc3C2)cc1	-2	779	1%
Cc1ccc(C23CC4CC(CC(C(=O)N(C)C)(C4)C2)C3)cc1	18	797	5%
Cc1ccc(C(=O)Nc2cccnc2)cc1S(=O)(=O)N1CCCCCC1	7	611	11%
Cc1ccc(-c2csc3ncn(C(C)C(=O)O)c(=O)c23)cc1 (configuration not stated)	-5	804	9%
C=CCn1c(SCC(=O)NCC2CCCO2)nc2scc(-c3ccc(OC)cc3)c2c1=O (configuration not stated)	0	814	12%
CCOC(=O)N1CCN(C(=O)C2CCN(c3nnc(-n4cccc4)s3)CC2)CC1	-10	828	6%
Cc1ccc2c(c1)N(CCCC(=O)Nc1cccc(C(F)(F)F)c1)C(=O)CO2	-2	747	5%
CCc1cc2c(NCc3ccccc3)nc(C)nc2s1	-9	833	37%
Cc1cc(NC(=O)c2cccs2)ncc1NC(=O)C(C)C	0	831	-66%
O=C(Nc1ccc(Br)cc1)c1cccc2c1C(=O)N(C1CCCCC1)C2	16	738	13%
Cc1noc(NS(=O)(=O)c2ccc(NC(=O)C(C)C)cc2)c1C	8	820	16%
O=C(O)c1nn(Cc2ncc(-c3cccc(Cl)c3)o2)c(=O)c2ccccc12	0	810	14%
O=C(CN1CCN(Cc2cccc3ccccc23)CC1)NCCc1ccccc1	-20	854	-2%
CCCCc1ccc(/C(C)=N/NC(=O)C2CCCC2)cc1	11	789	2%
O=C(NCc1ccncc1)C(=O)NCC1OCCN1S(=O)(=O)c1ccc(Br)cc1 (configuration not stated)	-28	692	1%
CC(C)c1c(O)nc(SCC(=O)N2CCCCC2)[nH]c1=O	-5	832	9%
NNC(=O)Cn1nc(-c2ccccc2)c2ccccc2c1=O	-8	842	-5%
COc1ccccc1NC(=O)c1ccc(-n2ccnc2)c([N+](=O)[O-])c1	-8	815	-21%
CSc1ccc(CC(=O)N2CCC(n3nccc3NC(=O)C3CC3)CC2)cc1	1	762	-22%

Full records, quoted from the list:
O=C(CN1CCN(Cc2cccc3ccccc23)CC1)NCCc1ccccc1 as listed: Lipid droplet: -20; Lipid droplet cells 6.5 µM: 854; HEK293 NOD2/NF-kB: -2%
C=CCn1c(SCC(=O)NCC2CCCO2)nc2scc(-c3ccc(OC)cc3)c2c1=O (configuration not stated) as listed: Lipid droplet: 0; Lipid droplet cells 6.5 µM: 814; HEK293 NOD2/NF-kB: 12%

More compounds
SMILES	Lipid droplet	Lipid droplet cells 6.5 µM	HEK293 NOD2/NF-kB
CCN(CC)S(=O)(=O)c1ccc2oc(SCC(=O)NC3CC3)nc2c1	-2	743	6%
COc1ccc(N2CCN(S(=O)(=O)c3c(C)noc3/C=C/N(C)C)CC2)cc1	-22	747	-23%
Cc1cc(=O)n2nc(N3CCCC(C(=O)NCc4ccc(F)cc4)C3)sc2n1 (configuration not stated)	3	694	19%
COc1ccc(N2CCN(C3CCCN(C(=O)C4=C(C)OCCO4)C3)CC2)cc1 (configuration not stated)	6	650	10%
Cc1ccc(C)c(OCCC(=O)OCC(=O)Nc2cccnc2Cl)c1	-8	706	6%
COc1ccc(OC)c(S(=O)(=O)N(C)CC(=O)N2CCCCC2)c1	-5	856	8%
CCOc1ccc(NS(=O)(=O)c2ccc3c(c2)N(C(C)=O)CCS3)cc1	-10	748	20%
Cc1cccc(NC(=O)CCN2CCN(C)CC2)c1	2	792	11%
CC1(c2ccc3ccccc3c2)NC(=O)N(CC(=O)N2CCN(c3ccccc3O)CC2)C1=O (configuration not stated)	-28	634	6%
CC(=O)c1cccc(NC(=O)Cn2cnc(S(=O)(=O)N3CCCC3)c2)c1	7	761	-2%
CCS(=O)(=O)N1CCC(C(=O)Oc2ccc(Br)cc2)CC1	1	830	11%
CCCCOc1nc2ccccc2nc1NS(=O)(=O)c1ccc(F)cc1	-23	851	34%
COc1ccc(C(=O)C2CCCN(S(=O)(=O)c3ccc(C(C)=O)cc3)C2)c(C)c1 (configuration not stated)	-4	697	39%
CC1CCCN(C(=O)COc2ccc3c(c2)OCO3)C1 (configuration not stated)	-2	799	-22%
COc1cccc(CNC(=O)CN2C(=O)COc3ccc(S(=O)(=O)N4CCCC4)cc32)c1	-2	657	12%
O=C(Nc1ccc(N2CCN(C(=O)c3cccs3)CC2)cc1)c1ccc([N+](=O)[O-])o1	-6	653	10%
CC(Sc1nc(C2CC2)n(-c2ccccc2)n1)C(=O)c1c(N)n(C)c(=O)n(C)c1=O (configuration not stated)	8	898	6%
O=C(Nc1nc2ccccc2[nH]1)Nc1ccccc1F	2	773	-214%
Cc1ccccc1OCC(=O)NCCNC(=O)c1cccnc1	-5	807	9%
CC(C)(C)OC(=O)N1CCC(c2c(C(=O)N3CCN(C(=O)c4ccco4)CC3)cnn2-c2cccc(Cl)c2)CC1	-12	592	10%
O=C(NCc1ccc(F)cc1)C1CCCN1C(=O)Nc1cccc(F)c1 (configuration not stated)	-12	768	1%
Cc1cc(C)n(CCCNC(=O)Cn2nnnc2CN2C[C@@H](C)O[C@@H](C)C2)n1	-1	733	-4%
CCOc1ccc(N(CC(=O)Nc2ccc(Br)cc2)S(C)(=O)=O)cc1	-15	840	-19%
Cc1cccc(C)c1NC(=O)CN(C)C(=O)Cn1c(=O)cnc2ccccc21	-2	812	-2%
COc1ccc(CCNC(=O)c2cccn2C)cc1	-2	652	-29%

Next part:
SMILES	Lipid droplet	Lipid droplet cells 6.5 µM	HEK293 NOD2/NF-kB
NC(=O)c1nsc(C(=O)N(c2ccccc2)C(C(=O)NCC2CCCO2)c2ccc(F)cc2)c1N (configuration not stated)	11	643	3%
Cc1ccc(-c2csc(N3CCN(c4cc5c(cc4Cl)nc(-c4ccncc4)n5CCOCCO)CC3)n2)cc1	1	692	30%
O=C(Cc1ccccc1)NCC(=O)OCc1cccc([N+](=O)[O-])c1	-8	829	-7%
CCOc1ccc(S(=O)(=O)N2CCC(C(=O)NCc3ccccn3)CC2)cc1	-16	746	-2%
COc1cc(NC(=O)CCCNC(=O)c2ccc(Cl)cc2)cc(OC)c1	-3	805	11%
Cn1cc(/C=C(\NC(=O)c2ccccc2)C(=O)NCCCN2CCOCC2)c2ccccc21	-2	705	24%
Cc1cc(C)cc(NC(=O)CN2C(=O)COc3ccc(S(=O)(=O)N4CCCC4)cc32)c1	1	721	7%

Structural class, the entries above with a nitro group on carbon
SMILES	Lipid droplet	Lipid droplet cells 6.5 µM	HEK293 NOD2/NF-kB
O=C(COC(=O)CSc1ccc([N+](=O)[O-])cc1)NCC1CCCO1 (configuration not stated)	2	670	4%
COc1ccccc1NC(=O)c1ccc(-n2ccnc2)c([N+](=O)[O-])c1	-8	815	-21%
O=C(Nc1ccc(N2CCN(C(=O)c3cccs3)CC2)cc1)c1ccc([N+](=O)[O-])o1	-6	653	10%
O=C(Cc1ccccc1)NCC(=O)OCc1cccc([N+](=O)[O-])c1	-8	829	-7%

Assay outcomes deposited in PubChem by Sanford-Burnham Center for Chemical Genomics.
